CCT modulator = High-Throughput Screening for Modulators of Cytosolic Chaperonin Activity | purified chaperonin ATPase assay, HTRF ADP detection, 30 min | activity change, % (no concentration beside the values), hits read low | actives 0.3% (n = 360,000); in the data active = activity change below about -30%; note: % is set by controls: 0 for no effect and ±100 for the full control effect
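TRiC (40 or 20 nM final, by batch activity) in 30 mM Tris pH 7.4, 100 mM KCl, 5 mM MgCl2, 1 mM DTT was treated with compound at 76 uM single dose, then 10 uM ATP, 30 min at 37 °C. ADP was read by HTRF Transcreener.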
EPAC1 antag = qHTS for Antagonist of cAMP-regulated guanine nucleotide exchange factor 3 (EPAC1): primary screen. EPAC1 GEF assay, Rap1b-BODIPY-GDP exchange fluorescence. Rap guanine nucleotide exchange factor 3 (Homo sapiens), O95398. Potency, µM (top dose mostly 115 µM), for the others: at the highest dose activity change, negative = inhibition, usual class: inhibitors. actives 0.14% (n = 360,000). AID 720709, 2013;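 note: potency is the fitted concentration of half-maximal effect; plate controls were vehicle for no effect and positive control for full effect; nearly all actives have a fitted effect of over 50% in size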
WRN helicase inh = qHTS for Inhibitors of WRN Helicase; Potency, µM (doses to about 114 µM), without a hit: at the highest dose activity change, negative = inhibition, usual class: inhibitors; Bifunctional 3'-5' exonuclease/ATP-dependent helicase WRN (Homo sapiens), Q14191; AID 651768, 2012; actives 0.46% (n = 360,000); WRN helicase unwinding, fluorescent forked duplex, kinetic; note: potency is the fitted concentration of half-maximal effect; % is set by controls: 0 for no effect and ±100 for the full control effect; nearly all actives have a fitted effect of over 55% in size
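Enzyme (20 nM final) and test compound sit together 15 min at room temperature before substrate addition. Substrate is a single-forked duplex oligonucleotide (100 nM) labelled with fluorophore and quencher, with 2 mM ATP; helicase unwinding raises red fluorescence, read kinetically.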
EPAC2 agonist = qHTS for Agonist of cAMP-regulated guanine nucleotide exchange factor 4 (EPAC2): primary screen | EPAC2 activation, biochemical qHTS; response scale: 100% = 6.5 mM cAMP response | Potency, µM (highest dose often 154 µM), inactives show at the highest dose activation, most hits filed as activators | actives 0.079% (n = 360,000) | AID 720711, 2013; note: potency is the fitted concentration of half-maximal effect; nearly all actives have a fitted effect of over 50% in size
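Guanine nucleotide exchange by EPAC2 is measured as reduced fluorescence of BODIPY-GDP once it is released from 250 nM Rap1B. Plates are read kinetically for 30 min at room temperature; results are scaled to 6.5 mM cAMP.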
PLK1 PBD inh = qHTS for Inhibitors of PLK1-PDB (polo-like kinase 1 - polo-box domain): Primary Screen | actives 2.8% (n = 360,000) | Potency, µM, for the others: max response, negative = inhibition, most hits filed as inhibitors | Plk1 PBD binding of FITC phosphopeptide, fluorescence polarization | AID 720504, 2013 | Serine/threonine-protein kinase PLK1 (Homo sapiens), P53350; note: potency is the fitted concentration of half-maximal effect; series mostly up to about 57 µM; % is set by controls: 0 for no effect and ±100 for the full control effect; nearly all actives have a fitted effect of over 65% in size
Target sequence (P53350 whole entry, looked up, the tested form may be a part): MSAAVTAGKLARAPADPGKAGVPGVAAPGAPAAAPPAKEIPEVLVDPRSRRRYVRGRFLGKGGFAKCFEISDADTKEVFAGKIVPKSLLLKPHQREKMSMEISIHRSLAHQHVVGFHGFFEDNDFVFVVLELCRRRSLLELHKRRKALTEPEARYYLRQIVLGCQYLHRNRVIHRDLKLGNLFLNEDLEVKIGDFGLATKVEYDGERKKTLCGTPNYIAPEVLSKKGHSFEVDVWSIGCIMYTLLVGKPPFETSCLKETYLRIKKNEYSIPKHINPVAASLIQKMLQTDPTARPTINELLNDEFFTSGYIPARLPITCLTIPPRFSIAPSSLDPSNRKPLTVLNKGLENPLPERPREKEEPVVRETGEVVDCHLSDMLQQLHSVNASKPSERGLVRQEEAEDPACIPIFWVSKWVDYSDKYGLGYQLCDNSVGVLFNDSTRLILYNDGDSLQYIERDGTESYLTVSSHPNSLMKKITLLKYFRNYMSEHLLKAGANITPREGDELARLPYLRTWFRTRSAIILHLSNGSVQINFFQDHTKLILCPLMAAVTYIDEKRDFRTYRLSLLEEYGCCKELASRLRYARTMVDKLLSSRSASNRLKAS
EPAC1 agonist = qHTS for Agonist of cAMP-regulated guanine nucleotide exchange factor 3 (EPAC1): primary screen | EPAC1 agonist qHTS, biochemical assay; response scale: 100% = response to 6.5 mM cAMP | Potency, µM (doses to about 154 µM), for the others: at the highest dose activation, hits mostly activators | actives 0.073% (n = 360,000) | AID 720707, 2013; note: potency is the fitted concentration of half-maximal effect; nearly all actives have a fitted effect of over 60% in size
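Nucleotide exchange assay: 100 nM EPAC1 with 250 nM Rap1B loaded with BODIPY-GDP and 50 uM GDP, room temperature. Fluorescence (480/540 nm) read every 5 min for 30 min; signal change normalized to 6.5 mM cAMP as full agonist.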
PI5P4Ka inh = qHTS for Inhibitors of phosphatidylinositol 5-phosphate 4-kinase (PI5P4K); Phosphatidylinositol 5-phosphate 4-kinase type-2 alpha (Homo sapiens), P48426; PI5P4Kalpha enzyme, ADP-Glo luminescence, 60 min; active compounds read low; max response, %; actives 1.2% (n = 330,000); active = max response of -50% or lower; inconclusive = between -30% and -50%; inactive = -30% or higher; note: value at the top dose of about 77 µM; % is set by controls: 0 for no effect and ±100 for the full control effect
Target sequence (P48426 whole entry, looked up): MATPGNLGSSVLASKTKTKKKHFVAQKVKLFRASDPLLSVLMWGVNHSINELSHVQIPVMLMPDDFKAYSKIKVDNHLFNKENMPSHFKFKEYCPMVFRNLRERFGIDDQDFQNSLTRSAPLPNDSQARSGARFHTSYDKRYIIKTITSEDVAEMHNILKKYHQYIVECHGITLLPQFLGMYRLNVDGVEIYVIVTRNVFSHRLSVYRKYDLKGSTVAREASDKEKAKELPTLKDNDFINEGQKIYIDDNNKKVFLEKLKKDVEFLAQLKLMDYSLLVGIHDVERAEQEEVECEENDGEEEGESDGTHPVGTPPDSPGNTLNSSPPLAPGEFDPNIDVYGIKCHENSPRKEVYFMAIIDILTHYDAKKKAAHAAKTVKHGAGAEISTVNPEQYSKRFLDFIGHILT
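Enzyme plus substrate dispensed, test compounds pinned in, then ATP (5 microM final) added. After 60 min at RT, ADP-Glo reagent 1 for 45 min and reagent 2 for 30 min preceded luminescence imaging.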
IL2 activator = qHTS of IL-2 Activators; AID 652025, 2013; activation, % (series mostly up to about 46 µM); actives 0.065% (n = 360,000); IL-2 activation reporter assay, cell-based qHTS; stimulated with anti-CD3/CD4/CD28 beads; in transgenic mouse T cells; in the data active = activation above about 50%; inconclusive = mostly about 30% to 49%; note: 0% is about no effect
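EGFP and DsRed fluorescence is measured by plate cytometry in unstimulated transgenic mouse T cells exposed to compound for 60 minutes, then stimulated 18 hours at 37 degrees C with anti-CD3/anti-CD4 beads plus anti-CD28.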
Numbers without * were called inactive; ? = inconclusive; / = not tested or not shown; [ ] = another dose, or the depositor's remark. Unless noted, calls come from the whole dose curve; as a rule, active = well fitted curve in the direction sought with a large enough effect; inconclusive = small, poorly fitted or top-dose-only effect, or another doubt; inactive = no such curve, though single readings can be large; an effect the other way counts as inactive or inconclusive. A portion of the library, so the mix of outcomes need not match the whole.

SMILES	CCT modulator	EPAC1 antag	WRN helicase inh	EPAC2 agonist	PLK1 PBD inh	EPAC1 agonist	PI5P4Ka inh	IL2 activator
O=C(Nc1nc(-c2ccc(Cl)s2)cs1)c1ccccc1	0.1	-17.6%	-1.3%	16.5%	-14.2%	18.4%	-2.5	-1.8
CCNC(=O)/C(=C/c1ccc2c(c1)OCO2)NC(=O)c1ccc(Br)cc1	-0.4	6.1%	5.0%	-0.2%	-8.1%	-2.7%	9.2	-0.6
COC(=O)C1=C(CSc2nc3ccccc3o2)NC(=O)NC1c1cc(C)ccc1C (stereo not given)	0.3	-17.3%	-20.0%	8.8%	-3.4%	-6.9%	9.3	-1.6
CCOc1ccc(NC(=O)[C@@H](NC(=O)OCc2ccccc2)[C@@H](C)CC)cc1	-2.9	14.4%	-29.1%[57.1 µM]	-6.6%	-4.1%	7.2%	-3.5	-0.5
CCC(C)C(NC(=O)OC(C)(C)C)C(=O)NC(C)C(N)=O (stereo not given)	-0.7	-8.0%	7.9%	8.7%	1.0%	-5.9%	4.7	0.3
COc1cccc(Nc2nc(C(N)C(C)C)cs2)n1 (stereo not given)	-0.3	-8.6%	-3.1%	3.3%	-5.3%	1.0%	2.5	-0.4
CCN(C[C@H]1N[C@@](CC)(C(=O)OC)[C@H]2C(=O)N(C)C(=O)[C@@H]12)C(=O)Nc1ccccc1	0.1	-11.1%	-1.5%	-2.2%	-7.5%	-24.7%	0.2	0.3
COc1ccc2c(c1)OC[C@H]1[C@H]2N2C(=O)c3cc(Cl)ccc3NC(=O)[C@@]2(C)[C@H]1c1ccccc1	0.5	4.7%	-3.3%	6.6%	-10.4%	2.1%	1.2	1.4
CN1CCN(c2ccc(NC(=O)c3cc([N+](=O)[O-])ccc3N3CCOCC3)cc2)CC1	-0.4	2.2%	-35.6%	10.5%	-0.2%	-4.4%	-0.2	-1.4
COC(=O)C1(C)NC(=O)c2ccccc2N1 (stereo not given)	1.4	-1.0%	-0.4%	6.2%	-6.7%	-3.4%	-1.6	1.7
Cc1cccc(N2C(=O)CC(N3CCN(Cc4ccc5c(c4)OCO5)CC3)C2=O)c1 (stereo not given)	-2.4	-6.8%	-7.6%	6.0%	-1.0%	-8.0%	-0.4	0.2
c1ccc(CNc2nc(-c3cccnc3)nc3ccccc23)cc1	-0.9	-1.5%	-1.5%	20.8%	-7.9%	15.7%	4.0	1.0
CCc1ccc(-c2nn(-c3cc(Cl)ccc3[N+](=O)[O-])c(=O)c3ccccc23)cc1	-1.2	3.8%	2.1%	6.8%	-3.0%	0.0%	8.2	-0.1
CN(C)C(=O)c1nnc(Cc2ccc(Cl)cc2)o1	0.2	-0.5%	5.0%	9.4%	?	-5.1%	-6.5	-2.6
O=C(Nc1ccc(-c2nnn(CC(=O)N3CCN(C(=O)c4ccco4)CC3)n2)cc1)c1ccc(F)cc1	-0.6	?	-16.8%	1.3%	-6.4%	-11.2%	4.3	0.5
Cc1cc(Oc2ccccc2)nc(N)n1	-2.3	5.2%	0.4%	9.6%	-4.2%	-1.2%	/	-0.7
Nc1nc(CSCCO)nc(Nc2ccccc2)n1	0.3	7.9%	8.7%	5.4%	26.7µM*	-1.7%	-8.9	0.4
Cc1cc(C)cc(NC(=S)N2CCC(N(C)CC3CCCO3)CC2)c1 (stereo not given)	0.5	5.5%	-2.1%	-4.7%	1.2%	-0.2%	1.2	0.5
CCOC(=O)c1c(NC(=O)CSc2cn(CC)c3ccccc23)sc2c1CCC2	0.5	7.8%	5.5%	1.6%	-5.1%	-2.3%	-4.1	-3.0
COc1ccc2oc(=O)c(C(=O)Oc3ccc(NC(C)=O)cc3)cc2c1	-4.1	-0.3%	-17.3%	14.5%	-6.4%	10.3%	/	-0.7
CS(=O)(=O)c1cccc(C(=O)Nc2ccc(-c3nc4ccccc4[nH]3)cc2)c1	-2.8	-13.8%	-2.8%	14.2%	-20.6%	6.5%	-4.8	-1.6
CC1CC(C)(C)CC2(C1)NC(=O)N(CC(=O)NCc1ccccc1F)C2=O (stereo not given)	-3.7	-5.5%	-27.6%	3.3%	-4.4%	2.1%	4.9	0.9
Cc1cccc(N2NC(=O)/C(=C/c3ccc(-c4ccc(Cl)c(C(=O)O)c4)o3)C2=O)c1	-1.2	-22.2%	39.8µM*	12.3%	16.8µM*	-4.0%	?	1.4
CC1CCCN(C(=O)CCS(=O)(=O)c2cc3c(cc2Cl)NC(=O)CO3)C1 (stereo not given)	-1.6	?	2.8%	0.8%	-7.1%	-22.6%	-7.0	-2.7
O=C(O)c1cccc(NC(=O)C2C3C=CC(C3)C2C(=O)O)c1 (stereo not given)	-0.8	1.1%	6.1%	3.2%	-5.7%	2.5%	-9.8	0.7

More results.
SMILES	CCT modulator	EPAC1 antag	WRN helicase inh	EPAC2 agonist	PLK1 PBD inh	EPAC1 agonist	PI5P4Ka inh	IL2 activator
O=C(O)CNC(=S)N(Cc1cccs1)C1CCCCC1	1.4	6.3%	-23.8%[57.1 µM]	-7.0%	-9.9%	1.0%	1.1	-0.2
O=C(CCN1CCN(Cc2ccccc2)CC1)Nc1cccc(Cl)c1	-1.0	-0.2%	-12.5%	5.5%	-1.9%	-4.3%	5.0	-3.1
CCn1cc(C(=O)NC2CC(C)(C)Cc3c2cnn3-c2cccc(F)c2)cn1 (stereo not given)	0.6	4.2%	-10.6%	1.2%	-0.5%	0.6%	-0.3	-4.4
CCN(CC(=O)Nc1cc(Cl)ccc1C)C(=O)CCc1nc2ccccc2c(=O)[nH]1	-0.4	2.4%	-9.2%	5.3%	-12.7%	-2.7%	-3.2	1.0
C=CCN1CCc2c(cc(O)c(O)c2Br)[C@@H](c2ccccc2)C1	1.7	1.3%	4.0%	10.2%	-5.4%	-14.7%	-7.6	-0.2
Cc1ccc(CC(=O)NNC(=O)c2ccncc2)cc1C	-2.7	16.8%	-22.2%	1.3%	11.9µM*	-9.2%	?	-2.2
C/C(=N\NC(=O)c1cccc(S(=O)(=O)N2CCCC2)c1)c1cccs1	-3.2	-15.4%	-5.5%	-1.3%	26.7µM*	10.9%	-5.4	-0.6
Oc1ccccc1CN1CCCN(Cc2ccccc2O)C1	-1.3	-0.5%	-0.2%	1.9%	-4.1%	-1.5%	-0.3	0.6
CC(=O)Nc1sc(/C(C#N)=C\c2cccc(Cl)c2)nc1-c1ccc(C)cc1	-2.0	69.1%[activator]	?	7.9%	8.9%	?	17.4	7.4
O=C(COC(=O)CN1C(=O)C2CCCCC2C1=O)Nc1cc(S(=O)(=O)N2CCOCC2)ccc1Cl (stereo not given)	-1.1	14.6%	1.1%	3.6%	-6.5%	7.3%	6.3	-0.3
O=C(CCc1ccccc1)Nc1ccnn1C1CCN(Cc2ncc[nH]2)CC1	1.7	?	-1.2%	-6.1%	1.2%	10.9%	7.8	-2.1
C=CCn1c(SCC(=O)Nc2ccc(N3CCOCC3)cc2)nc2ccccc2c1=O	-1.9	-27.5%	12.0%	1.1%	-3.3%	-5.1%	0.7	-1.2
COC1OC2COC(c3ccccc3)OC2C(NC(C)=O)C1OC(C)=O (stereo not given)	-0.2	-10.3%	-7.0%	3.9%	2.6%	-4.8%	-11.0	-0.2
CC(C)(C)NC(=O)NC(=O)COc1ccccn1	-1.3	20.9%	-5.3%	5.0%	-5.4%	2.8%	0.5	-1.1
COCCNC(=O)Cc1c(C)c2c(cc(C)c3c(C(C)(C)C)coc32)oc1=O	-2.9	-9.8%	5.6%	12.0%	-7.5%	3.0%	-4.5	-4.1
CC(=O)Nc1nnc(COc2ccc(Cl)cc2)s1	-9.8	-4.3%	0.9%	9.3%	-13.7%	6.1%	-17.7	-0.6
CC(=O)NC12CC3CC(C1)CC(C(=O)N1CCN(S(=O)(=O)c4ccccc4C#N)CC1)(C3)C2	-0.5	4.8%	3.0%	5.4%	-6.3%	11.1%	-12.5	0.8
COc1ccc(Nc2nnc(SCC3CCCCO3)s2)cc1 (stereo not given)	-0.2	0.3%	-3.5%	7.7%	-5.0%	11.2%	-4.5	0.3
CCCCN1C(=N)N([C@@H](C)CN2CCC[C@H]2CN2C(N)=NC[C@@H]2Cc2ccccc2)C[C@H]1[C@H](C)CC	-0.6	3.4%	-4.5%	2.7%	-3.8%	3.4%	-1.9	-0.9
COc1cccc(OC)c1OCC(C)CNCC1CCCO1 (stereo not given)	-2.0	15.2%	-1.2%[57.1 µM]	5.5%	-6.5%	1.7%	/	-0.5
Cc1cc2[nH]c(=O)c(=O)[nH]c2cc1S(=O)(=O)N1CCN(c2ccccc2)CC1	0.7	-19.6%	-5.9%	4.9%	-8.8%	-4.7%	-9.9	-0.7
CCOc1ccc(N2C(=O)S/C(=C\c3cc(OC)c(OC)c(OC)c3)C2=O)cc1	1.3	4.3%	-1.6%	-3.2%	2.5%	2.6%	-2.7	-0.1
Cc1c(C(=O)Nc2cccc3cccnc23)oc2ccccc12	-1.9	5.6%	-4.7%	9.1%	-0.6%	3.2%	/	2.4

Exported in CSV form: entries from further up.
SMILES,CCT modulator,EPAC1 antag,WRN helicase inh,EPAC2 agonist,PLK1 PBD inh,EPAC1 agonist,PI5P4Ka inh,IL2 activator
C=CCn1c(SCC(=O)Nc2ccc(N3CCOCC3)cc2)nc2ccccc2c1=O,-1.9,-27.5%,12.0%,1.1%,-3.3%,-5.1%,0.7,-1.2
Cc1c(C(=O)Nc2cccc3cccnc23)oc2ccccc12,-1.9,5.6%,-4.7%,9.1%,-0.6%,3.2%,/,2.4

Record cards (already shown). Values in the order: CCT modulator	EPAC1 antag	WRN helicase inh	EPAC2 agonist	PLK1 PBD inh	EPAC1 agonist	PI5P4Ka inh	IL2 activator
Record of Oc1ccccc1CN1CCCN(Cc2ccccc2O)C1 = -1.3	-0.5%	-0.2%	1.9%	-4.1%	-1.5%	-0.3	0.6
Record of CCOc1ccc(N2C(=O)S/C(=C\c3cc(OC)c(OC)c(OC)c3)C2=O)cc1 = 1.3	4.3%	-1.6%	-3.2%	2.5%	2.6%	-2.7	-0.1
Record of CC(=O)Nc1sc(/C(C#N)=C\c2cccc(Cl)c2)nc1-c1ccc(C)cc1 = -2.0	69.1%[activator]	?	7.9%	8.9%	?	17.4	7.4

Screening data (PubChem BioAssay)
